# ZTA counter – blocks Epstein-Barr virus ZTA, an EBNA-1 counter-screen; ZTA-DNA binding, fluorescence polarization; inhibition, % at 11 µM; 0.15% of 320,000 active; in the data active = inhibition above about 33%
# MEP2-GFP yeast – modulators of MEP2-GFP levels in yeast, primary screen, S. cerevisiae, multiplex flow cytometry, MLPCN library | S. cerevisiae MEP2-GFP strain, 3 h; 100% = DMSO control level | 0.51% of 330,000 active | AID 2016, 2009 | GFP response vs DMSO, % at 10 µM;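 active = GFP response versus DMSO above a set limit, roughly screen mean plus 3 SD, cut at about 180% in these data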;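 note: median GFP fluorescence of the barcode-gated MEP2-GFP cells per well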
# EBNA-1 inh – EBNA-1 DNA-binding inhibitors, primary screen, biochemical, fluorescence polarization | 0.34% of 300,000 active | inhibition, % at 14.8 µM | AID 1950, 2009; in the data active = inhibition above about 28%
# RPL19A TOR yeast – RPL19A-GFP expression modulators in yeast, primary screen, cell-based, S. cerevisiae, multiplex flow cytometry, MLPCN; 0.3% of 330,000 active; S. cerevisiae RPL19A-GFP strain, 3 h; stronger effect = lower value; AID 2025, 2009; percent response vs DMSO, % at 10 µM;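 active = percent response vs DMSO below 50%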;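 note: median channel GFP fluorescence of the barcoded RPL19A-GFP strain; ratio of sample median GFP to plate DMSO average so 100% = DMSO; lower means less RPL19A-GFP as with rapamycin TOR inhibition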
# AHR activator – AHR activators, primary screen, cell-based, luminescence, luciferase reporter, human; Aryl hydrocarbon receptor (Homo sapiens), P35869; AHR-responsive luciferase reporter cells; activation, % at 5 µM; 2.5% of 320,000 active; AID 2796, 2010; in the data active = activation above about 47%;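 note: 0% = vehicle wells and 100% = reference agonist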
# procasp7 counter – procaspase-7 activators, primary screen, counter-screen for procaspase-3 activator project, biochemical, absorbance, HTS, human | Caspase-7 (Homo sapiens), P55210 | recombinant procaspase-7, Ac-DEVD-pNA absorbance 405 nm; D23A/D198A/D206A triple mutant, cannot self-cleave; scale: DMSO 0, 5 µM enzyme 100 | activation, % at 8.5 µM | 0.093% of 330,000 active;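 active = percent activation above the screen-wide mean plus 3 SD, cut at about 25% in these data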
#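 Test system: Procaspase-7 triple mutant (PC-7 D3A). Also added: Ac-DEVD-pNA substrate, 400 µM as added. Schedule: 1 h enzyme–compound preincubation and 2 h substrate reaction, both 25 °C. Signal: p-Nitroaniline absorbance at 405 nm, read at 0 and 120 min. Control set: low DMSO alone, high DMSO plus 5 µM PC-7.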
# proCasp3 act – activators of human procaspase-3 D3A mutant, primary screen, biochemical, absorbance, PC-3 D3A mutant, single concentration; activation, % at 8.5 µM; Caspase-3 (Homo sapiens), P42574; AID 463141, 2010; recombinant procaspase-3 D3A, Ac-DEVD-pNA absorbance 405 nm; 0.11% of 330,000 active;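 active = activation above the mean of all tested compounds plus 3 SD, cut at about 21% in these data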;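 note: 0% = DMSO alone and 100% = DMSO wells spiked with extra 5 µM PC-3 D3A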
#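 Test system: Procaspase-3 D3A mutant; medium: Zinc-free HEPES/NaCl buffer with 0.01% Triton X-100 at pH 7.4; reagent: DEVD-pNA substrate; doses: one concentration, 8.5 µM nominal, 0.8% DMSO; times: 1 h preincubation plus 2 h reaction at 25 °C; signal: Epi-absorbance at 405 nm of released p-nitroaniline, 0 and 120 min; replicates: singlicate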
# LAP4 TOR yeast – modulators of LAP4-GFP expression in yeast, primary screen, S. cerevisiae, multiplex flow cytometry, MLPCN library. 0.34% of 320,000 active. AID 2023, 2009. 3 h; median GFP as percent of DMSO wells. GFP response vs DMSO, % at 10 µM;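 active = GFP response vs DMSO above a set limit, about the screen mean plus 3 SD, cut at about 150% in these data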
# An asterisk follows results filed as active; nt = not tested or not shown; [ ] = another dose, or the depositor's remark.
SMILES,ZTA counter,MEP2-GFP yeast,EBNA-1 inh,RPL19A TOR yeast,AHR activator,procasp7 counter,proCasp3 act,LAP4 TOR yeast
CC(=O)c1ccc(NC(=O)CN2CCC(NC(=O)C3CCCCC3)CC2)cc1,-8,175*,-1,105,1,5,4,124
O=C(CCCOc1ccccc1)N1CCCCC1,11,95,4,99,-5,-8,0,102
CC(=O)Nc1nc(-c2ccc3c(c2)CCN3S(C)(=O)=O)cs1,-11,106,-19,109,28,-1,-10,104
O=C(Nc1nnc(-c2ccccc2Cl)o1)c1ccc(S(=O)(=O)N2CCCCCC2)cc1,-9,107,7,100,1,-4,15,97
COCCN(C(=O)c1snc(C(N)=O)c1N)C(C(=O)NC1CCCCC1)c1ccc(F)cc1 (stereo unspecified),-14,105,-3,102,4,2,1,102
COc1ccc(S(=O)(=O)N2CCN(CCO)CC2)cc1-c1nnc2c3ccccc3c(C)nn12,3,106,10,102,3,11,3,107
CCOC(=O)CN1C(=O)S/C(=C/c2ccc(O)c([N+](=O)[O-])c2)C1=O,4,92,1,111,-1,-3,-15,120
CC1=Nc2cc(C(=O)NCCCN3CCN(C)CC3)ccc2Sc2ccc(C)cc21,1,99,-2,97,0,2,2,91
CC(C)CN(C(=O)CCC(=O)OCC(=O)c1ccc(F)c(F)c1)c1c(N)n(CC(C)C)c(=O)[nH]c1=O,-5,108,-14,105,5,8,-3,104
COc1ccc(CCNC(=O)CNS(=O)(=O)c2ccc(Br)cc2)cc1,-3,103,-9,98,-1,5,-5,100
CC(=O)Nc1ccc(NC(=O)c2cc(-c3cc(C)c(C)cc3O)n[nH]2)cc1,0,104,-13,105,3,6,1,90
Cc1c(NC(=S)NC(NC(=O)C(C)(C)C)C(Cl)(Cl)Cl)c(=O)n(-c2ccccc2)n1C (stereo unspecified),-4,100,-1,102,-1,-3,-14,93
NS(=O)(=O)c1cccc(NC(=O)COC(=O)Cc2ccc(S(=O)(=O)N3CCCCC3)s2)c1,-11,103,-4,102,-1,6,0,88
O=C(COC(=O)c1c[nH]c2ccccc12)Nc1ccc(F)cc1,6,102,nt,99,14,-11,-2,102
COc1ccccc1C(=O)N/C(=C/c1ccccc1)C(=O)Nc1ccc(C(=O)O)cc1,-5,102,-3,92,0,5,-4,91
Cc1cc(=O)oc(C)c1C(=O)Nc1cccc2nonc12,1,96,-14,90,1,11,4,89
O=C(NCCC1=CCCCC1)c1ccc(Cl)cc1,-27,99,8,101,0,5,-3,101
O=C(NCc1ccccc1)c1cccc(S(=O)(=O)N2CCCCC2)c1,-8,102,0,99,2,-2,9,102
C[C@H]1CN([C@@H](C)CO)C(=O)c2cccc(NC(=O)c3cnccn3)c2O[C@@H]1CN(C)S(=O)(=O)c1ccc(F)cc1,nt,90,nt,100,-2,6,-2,84
C[C@H](CO)N1C[C@H](C)[C@@H](CN(C)Cc2ccc(C(=O)O)cc2)Oc2c(NC(=O)Cc3ccccc3)cccc2C1=O,nt,91,nt,92,1,4,-23,88
Cc1onc(-c2ccccc2Cl)c1C(=O)NCc1ccc(S(N)(=O)=O)cc1,6,108,2,109,6,13,-1,99
Cc1nn(-c2cccc(C(F)(F)F)c2)c(Cl)c1/C=N/n1cnnc1,0,93,-6,94,14,4,3,92
O=C(Nc1ccc2nc3n(c(=O)c2c1)CCCCC3)c1cc([N+](=O)[O-])ccc1F,14,108,-19,107,1,0,1,93
CC(C)CN(C(=O)C1CSC2(C)CCC(=O)N12)c1c(N)n(Cc2ccccc2)c(=O)[nH]c1=O (stereo unspecified),8,106[may fluoresce green],4,104[may fluoresce green],-4,2,1,94[may fluoresce green]
O=C(COC(=O)c1cc(Br)ccc1O)NNC(=O)c1ccc(Cl)cc1,3,105,13,104,1,2,-12,119

# 13 entries from above, bar-delimited:
structure | ZTA counter | MEP2-GFP yeast | EBNA-1 inh | RPL19A TOR yeast | AHR activator | procasp7 counter | proCasp3 act | LAP4 TOR yeast
CC(=O)c1ccc(NC(=O)CN2CCC(NC(=O)C3CCCCC3)CC2)cc1 | -8 | 175* | -1 | 105 | 1 | 5 | 4 | 124
O=C(CCCOc1ccccc1)N1CCCCC1 | 11 | 95 | 4 | 99 | -5 | -8 | 0 | 102
CC(=O)Nc1nc(-c2ccc3c(c2)CCN3S(C)(=O)=O)cs1 | -11 | 106 | -19 | 109 | 28 | -1 | -10 | 104
O=C(Nc1nnc(-c2ccccc2Cl)o1)c1ccc(S(=O)(=O)N2CCCCCC2)cc1 | -9 | 107 | 7 | 100 | 1 | -4 | 15 | 97
COCCN(C(=O)c1snc(C(N)=O)c1N)C(C(=O)NC1CCCCC1)c1ccc(F)cc1 (stereo unspecified) | -14 | 105 | -3 | 102 | 4 | 2 | 1 | 102
COc1ccc(S(=O)(=O)N2CCN(CCO)CC2)cc1-c1nnc2c3ccccc3c(C)nn12 | 3 | 106 | 10 | 102 | 3 | 11 | 3 | 107
CCOC(=O)CN1C(=O)S/C(=C/c2ccc(O)c([N+](=O)[O-])c2)C1=O | 4 | 92 | 1 | 111 | -1 | -3 | -15 | 120
CC1=Nc2cc(C(=O)NCCCN3CCN(C)CC3)ccc2Sc2ccc(C)cc21 | 1 | 99 | -2 | 97 | 0 | 2 | 2 | 91
CC(C)CN(C(=O)CCC(=O)OCC(=O)c1ccc(F)c(F)c1)c1c(N)n(CC(C)C)c(=O)[nH]c1=O | -5 | 108 | -14 | 105 | 5 | 8 | -3 | 104
COc1ccc(CCNC(=O)CNS(=O)(=O)c2ccc(Br)cc2)cc1 | -3 | 103 | -9 | 98 | -1 | 5 | -5 | 100
CC(=O)Nc1ccc(NC(=O)c2cc(-c3cc(C)c(C)cc3O)n[nH]2)cc1 | 0 | 104 | -13 | 105 | 3 | 6 | 1 | 90
Cc1c(NC(=S)NC(NC(=O)C(C)(C)C)C(Cl)(Cl)Cl)c(=O)n(-c2ccccc2)n1C (stereo unspecified) | -4 | 100 | -1 | 102 | -1 | -3 | -14 | 93
NS(=O)(=O)c1cccc(NC(=O)COC(=O)Cc2ccc(S(=O)(=O)N3CCCCC3)s2)c1 | -11 | 103 | -4 | 102 | -1 | 6 | 0 | 88

# Continuation.
SMILES,ZTA counter,MEP2-GFP yeast,EBNA-1 inh,RPL19A TOR yeast,AHR activator,procasp7 counter,proCasp3 act,LAP4 TOR yeast
Cc1cc(=O)[nH]c(SCC(=O)N2CCN(C(c3ccccc3)c3ccccc3)CC2)n1,-8,103,1,99,-3,1,-3,101
CCC(=O)N1CN(S(=O)(=O)c2ccc(C)cc2)CC1C (stereo unspecified),3,97,0,100,-2,0,2,87
O=C(Nc1ccccc1)n1ccc(-c2ccc(-n3ccnc3)cc2)n1,-14,103,3,101,83*,-6,-6,96
C[C@H](CO)N1C[C@H](C)[C@@H](CN(C)S(=O)(=O)c2cn(C)cn2)Oc2ccc(NC(=O)NC3CCCCC3)cc2C1=O,nt,94,nt,96,0,9,5,87
COc1cccc(/C=C2\SC(=O)N(CC(=O)NCCCn3ccnc3)C2=O)c1,-4,105,-2,100,3,-3,-6,92
CCOC(=O)c1cc(C)sc1/N=C/C1C(=O)CC(C)(C)CC1=O,4,88,-8,100,-3,5,3,88
COCCNC(=O)CSc1nc(-c2ccccc2)cs1,-7,102,-13,96,2,-1,-6,107
O=C1c2cccc3cccc(c23)C(=O)N1CCN1CCN(C(=S)Nc2ccc(F)cc2)CC1,-3,98,-5,102,106*,9,-12,92
Cc1cc(C(=O)COC(=O)c2ccc(N)c([N+](=O)[O-])c2)c(C)n1Cc1ccc2c(c1)OCO2,11,100,6,98,1,6,3,98
COC(=O)c1ccc(C(=O)OC)c(NC(=O)COC(=O)CCOc2ccc(C)cc2)c1,0,97,-7,99,1,0,-8,103
COc1ccc(OC(C)C(=O)NCc2cccnc2)cc1 (stereo unspecified),-16,111,4,101,10,4,6,99
CCOc1ccc(C(=O)NCC(c2cccs2)N(C)C)cc1 (stereo unspecified),-15,105,4,106,11,3,8,94
COc1ccc(N(C(=O)c2ccco2)C(C(=O)NC2CCCC2)c2ccco2)cc1OC (stereo unspecified),1,104,1,103,2,4,-3,100
CSc1ccccc1OCc1cc(C(=O)N(C)Cc2cc(C)[nH]n2)no1,-7,95,-5,102,5,5,7,95
CCCCCOc1ccc(C(=O)CCC(=O)Nc2ccc(NC(C)=O)cc2)cc1,12,115,12,109,0,8,2,102
CC(C)CC(=O)Nc1cccc(-c2nc3ncccc3o2)c1,9,108,5,109,-6,2,-2,99
CCCCNc1c(-c2cccc(-c3cc(C(C)=O)cs3)c2)nc2cc(C)ccn12,2,99,-8,91,55*,-1,5,110
Cn1cc(/C=C2\SC(=O)N(c3ccc(O)cc3)C2=O)c2ccccc21,3,103,5,100,-9,9,2,126
CC(Oc1ccc(F)cc1Br)c1nc2ccccc2c(=O)[nH]1 (stereo unspecified),7,96,-1,99,-4,6,8,110
CCCCN(C(=O)c1ccc(-c2ccc([N+](=O)[O-])cc2)o1)c1c(N)n(CC(C)C)c(=O)[nH]c1=O,11,101,nt,99,1,0,-1,100
CC(=O)c1cccc(N(CC(=O)NC2CCCC2)C(=O)c2csnn2)c1,-6,111,14,103,1,-5,0,102
CCOc1ccc(S(=O)(=O)Nc2ccc(C(=O)N3CC(C)OC(C)C3)cc2)cc1 (stereo unspecified),14,103,-3,102,-1,9,-3,110
COc1ccc([C@H]2CC(=O)C=C(/C=C/c3ccccc3)C2)cc1,0,112,nt,103,7,-6,1,115
COC(=O)c1ccc(Oc2c(Cl)cccc2[N+](=O)[O-])cc1,-21,95,-4,96,-2,-10,-7,92
COc1cc2ncnc(NCCc3ccccc3)c2cc1OC,27,98,8,104,19,-3,5,98

# (more compounds)
SMILES,ZTA counter,MEP2-GFP yeast,EBNA-1 inh,RPL19A TOR yeast,AHR activator,procasp7 counter,proCasp3 act,LAP4 TOR yeast
NC(=O)c1cnn2c1NC(c1ccc(F)cc1)CC2C(F)(F)F (stereo unspecified),3,101,-1,100,-1,-2,-1,100
CC(NC(=O)c1ccccc1)C(c1cccs1)N1CCOCC1 (stereo unspecified),5,101,-2,98,2,7,-4,102
CN(C(=O)C1CCCN(S(=O)(=O)c2cccc([N+](=O)[O-])c2)C1)C1CCS(=O)(=O)C1 (stereo unspecified),-5,99,-22,102,5,-1,-3,96
COc1cc(C(=O)OCC(=O)Nc2cc(S(=O)(=O)N3CCOCC3)ccc2C)ccc1OCC(C)C,4,100,1,101,-1,8,-1,99
O=C(N/N=C/c1ccc(F)cc1)c1ccc(Br)cc1,0,106,12,100,4,-15,2,111
COc1ccc(F)c(CN2CCC(n3nccc3NC(=O)CCCc3ccccc3)CC2)c1,0,101,-2,105,1,3,5,94
CN(C)CCOc1nc(-c2ccccc2)nc2c1oc1ccccc12,8,95,1,92,6,2,4,87
CCCOc1ccc(/C(O)=C2/C(=O)C(=O)N(CCN(C)C)C2c2ccco2)cc1 (stereo unspecified),-1,98,-4,95,1,-35,-13,101
